Screening data as filed in PubChem.
KB-3-1 tox: kills parental KB-3-1 adenocarcinoma cells | actives 1.4% (n = 400,000) | AID 1347075 | KB-3-1 viability, CellTiter-Glo ATP luminescence, 72 h | Potency, µM (highest dose often 46.1 µM), for the others: top-dose activity change, negative = cytotoxic, usual class: cytotoxic; also: potency is read from the fitted curve at half-maximal effect; % is scaled to controls: 0 for no effect and ±100 for the full control effect; nearly all actives have a fitted effect of over 60% in size
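KB-3-1 parental drug-naive adenocarcinoma cells in DMEM/10% FBS, incubated 72 h at 37 C with pin-transferred compounds across a concentration series. Viability by CellTiter-Glo luminescence; concentration-response curves fitted after normalization.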
IL1B secr inh: blocks inflammasome-driven IL-1 beta release. THP-1 LPS/ATP IL-1B secretion, AlphaLISA, 16 h; stronger effect = lower value. activity change, % at 57.5 µM. actives 4.7% (n = 360,000). AID 743279; in the data active = activity change below about -50%; inconclusive = mostly about -30% to -49%; also: % is scaled to controls: 0 for no effect and ±100 for the full control effect
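Secreted IL-1B measured by AlphaLISA bead assay after 16 h compound exposure of THP-1 cells; compounds (final up to 57.5 uM) added 1 h before LPS (250 ng/mL) and ATP (1.25 mM) stimulation; lower signal means less secretion.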
HT1080-NT tox: kills 2HG-producing HT-1080-NT fibrosarcoma cells. Potency, µM (titrated, usually from 46.1 µM), for inactives: at the highest dose activity, negative = less viability, most hits filed as cytotoxic. actives 1.6% (n = 360,000). AID 686970. HT-1080-NT fibrosarcoma viability, CellTiter-Glo ATP luminescence, 48 h;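 also: NT is the 2HG producing partner of a matched IDH1 knockdown line; potency is read from the fitted curve at half-maximal effect; 0% = DMSO-treated cells and -100% = media-only wells without cells; nearly all actives have a fitted effect of over 55% in size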
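Luminescent CellTiter-Glo readout after 48 hours of compound exposure at 37 degrees C defined viability of HT-1080-NT cells. Activity was normalized to DMSO wells and cell-free media wells; concentration-response curves were fitted and assigned curve classes.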
SW480 rerep: inducers of DNA re-replication in SW480 colon cancer cells; SW480 DNA re-replication, Hoechst DNA content imaging, 48 h; Potency, µM (titrated, usually from 46.1 µM), for the others: at the highest dose re-replication activation, usual class: activators; actives 1.8% (n = 340,000); AID 624297; also: potency is read from the fitted curve at half-maximal effect; % of control where 0% means no effect; nearly all actives have a fitted effect of over 55% in size
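First, 250 cells per well were seeded. Next, compound or vehicle (23 nL) was pinned in, plates sat 48 hr at 37 C. Finally Hoechst was added for 40 min before fluorescence scanning.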
DRD3 agonist: activates the human D3 dopamine receptor; P35462; D3R DiscoveRx beta-arrestin cells, luminescence, 90 min; max activation, %; actives 0.58% (n = 410,000); in the data active = max activation above about 30%; also: 0% is about no effect; mostly tested at two doses, the higher about 12 µM
Target sequence (P35462 whole entry, looked up): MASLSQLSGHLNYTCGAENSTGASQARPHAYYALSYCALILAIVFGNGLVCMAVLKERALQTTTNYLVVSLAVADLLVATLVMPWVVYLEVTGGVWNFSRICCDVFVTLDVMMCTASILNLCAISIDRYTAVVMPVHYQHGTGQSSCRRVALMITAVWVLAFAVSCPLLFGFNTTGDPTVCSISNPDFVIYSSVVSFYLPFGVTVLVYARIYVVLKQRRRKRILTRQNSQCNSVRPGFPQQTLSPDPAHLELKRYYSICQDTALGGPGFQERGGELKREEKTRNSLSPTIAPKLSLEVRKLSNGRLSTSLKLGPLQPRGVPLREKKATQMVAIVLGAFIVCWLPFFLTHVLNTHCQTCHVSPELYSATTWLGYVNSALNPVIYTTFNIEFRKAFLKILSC
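Cells at 1500/well, incubated overnight, then treated with pinned compounds (dopamine as control) for 90 min at 37 degrees C. DiscoveRx reagent added for 30 - 60 minutes at room temperature; luminescence read.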
HT1080 IDH1KD tx: toxicity to HT-1080 IDH1 knockdown cells (counter line) | HT-1080 IDH1 knockdown viability, ATP luminescence, 48 h | Potency, µM (top dose mostly 46.1 µM), without a hit: at the highest dose activity, negative = toxicity, most hits filed as cytotoxic | actives 2% (n = 360,000);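 also: potency is read from the fitted curve at half-maximal effect; 0% = DMSO wells and -100% = cell-free medium wells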
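Assay cells: HT-1080 with IDH1 knockdown, 750 per well, RPMI/5% FBS. Exposure: 48 h at 37 °C following 2 h pre-incubation. Read: CellTiter-Glo luminescence; fitted concentration-response, curve class assigned.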
MCF10A rerep: induces DNA re-replication in MCF 10a normal breast cells. MCF 10A DNA re-replication, Hoechst nuclear intensity, 48 h. Potency, µM (doses to about 46.1 µM), for the others: at the top dose activity, positive = re-replication, hits mostly activators. actives 2.9% (n = 350,000). AID 624296; also: potency is read from the fitted curve at half-maximal effect; % of control where 0% means no effect; nearly all actives have a fitted effect of over 50% in size
HEK293 tox: cytotoxicity counter-screen for GLP-1 receptor inverse agonists | HEK293 cAMP-luciferase reporter cells, luminescence, 24 h | Potency, µM (series often up to 38.3 µM), without a hit: at the highest dose activity change, negative = inhibition, actives largely listed as inhibitors | actives 0.13% (n = 410,000) | AID 624418;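 also: loss of luciferase light is scored as toxicity; potency is read from the fitted curve at half-maximal effect; % is scaled to controls: 0 for no effect and ±100 for the full control effect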
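Luminescence readout: signal drop marks cytotoxicity. Plated cells grew 12 h at 37 °C, 5% CO2, received 23 nL compound for 24 h, then got luciferase reagent, read after 12 min at RT.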
KB-V1 cytotox: kills drug-selected multidrug resistant KB-V1 cells | KB-V1 MDR cells viability, CellTiter-Glo, 72 h | Potency, µM (top dose mostly 46.1 µM), without a hit: at the highest dose activity change, negative = cytotoxicity, hits mostly cytotoxic | actives 3.4% (n = 400,000); also: potency is read from the fitted curve at half-maximal effect; % is scaled to controls: 0 for no effect and ±100 for the full control effect; nearly all actives have a fitted effect of over 60% in size
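Following 72 h at 37 degrees C with compound, KB-V1 cell viability was read by CellTiter-Glo luminescence, medium being phenol-red-free DMEM plus 10% FBS; concentration-response parameters came from normalized, curve-fitted qHTS data.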
An asterisk follows results filed as active; [ ] = dose if it differs, or a comment. Unless noted, calls follow the shape of the dose curve; as a rule, active = well fitted curve in the direction sought with a large enough effect; inconclusive = small, poorly fitted or top-dose-only effect, or another doubt; inactive = no such curve, though single readings can be large; an effect the other way counts as inactive or inconclusive.

C=CCOC(=O)c1ccccc1C(=O)OCC1CO1 (stereo unspecified) was read as KB-3-1 tox -1%, IL1B secr inh -14, HT1080-NT tox -4%, SW480 rerep -6%, DRD3 agonist 4, HT1080 IDH1KD tx -13%, MCF10A rerep -18%, HEK293 tox 1% and KB-V1 cytotox -1%.
Screening O=C(CN1C(=O)S/C(=C\c2cccs2)C1=O)Nc1ccc(C(=O)O)c(O)c1 returned KB-3-1 tox 8%, IL1B secr inh 5, HT1080-NT tox 8%, SW480 rerep -4%, DRD3 agonist 6, HT1080 IDH1KD tx 6%, MCF10A rerep inconclusive, HEK293 tox -3% and KB-V1 cytotox 13%.
Screening Cc1nnc(NC2=NCCC2)s1 returned KB-3-1 tox -4%, IL1B secr inh -1, HT1080-NT tox 3%, SW480 rerep 1%, DRD3 agonist -3, HT1080 IDH1KD tx 14%, MCF10A rerep -7%, HEK293 tox 63%[activator] and KB-V1 cytotox 1%.
COc1ccccc1-c1csc(C(O)c2cccc(Cl)c2)n1 (stereo unspecified) was read as KB-3-1 tox 0%, IL1B secr inh -4, HT1080-NT tox 4%, DRD3 agonist -13, HT1080 IDH1KD tx -5%, HEK293 tox -21% and KB-V1 cytotox -1%.
`Cc1cc2cc(C)c3nnc(SCC(=O)N4CCN(C(=O)c5ccco5)CC4)n3c2cc1C` gave KB-3-1 tox -4%, IL1B secr inh -74*, HT1080-NT tox -13%, SW480 rerep 1%, DRD3 agonist 9, HT1080 IDH1KD tx inconclusive, MCF10A rerep 2%, HEK293 tox -30% and KB-V1 cytotox 3%.
COc1ccccc1N1CCN(C(=O)c2cccc(S(=O)(=O)N3CCCCCC3)c2)CC1 was read as KB-3-1 tox -28%, IL1B secr inh 4, HT1080-NT tox -3%[9.24 µM], SW480 rerep -31%, DRD3 agonist -8, HT1080 IDH1KD tx -3%, MCF10A rerep inconclusive, HEK293 tox -20% and KB-V1 cytotox inconclusive.
For O=[N+]([O-])c1ccc(Nc2c3ccccc3nc3ccccc23)cc1 the results were KB-3-1 tox -17%, IL1B secr inh -3, HT1080-NT tox inconclusive, SW480 rerep 3%, DRD3 agonist 3, HT1080 IDH1KD tx inconclusive, MCF10A rerep 5%, HEK293 tox 4%[7.66 µM] and KB-V1 cytotox 0%.
CC(OC(=O)c1cc2ccccc2o1)C(=O)Nc1ccc(N2CCOCC2)cc1 (stereo unspecified) was read as KB-3-1 tox 0%, IL1B secr inh 1, HT1080-NT tox -14%, SW480 rerep -7%, DRD3 agonist -3, HT1080 IDH1KD tx -1%, MCF10A rerep 17%, HEK293 tox 2% and KB-V1 cytotox -9%.
Screening Cc1ccc(CN2CCC(CNC(=O)c3ccc(NC(=O)C4=CSCCO4)cc3)CC2)cc1 returned KB-3-1 tox -12%, IL1B secr inh -2, HT1080-NT tox -10%, SW480 rerep -7%, DRD3 agonist -10, HT1080 IDH1KD tx -5%, MCF10A rerep inconclusive, HEK293 tox -43% and KB-V1 cytotox 14%.
`O=C(COC(=O)c1cccnc1Cl)Nc1cc(S(=O)(=O)N2CCOCC2)ccc1Cl` gave KB-3-1 tox 20%, IL1B secr inh -6, HT1080-NT tox 2%, SW480 rerep -1%, DRD3 agonist -9, HT1080 IDH1KD tx 10%, MCF10A rerep 5%, HEK293 tox 14% and KB-V1 cytotox -18%.
COc1ccccc1C(=O)NC(CCSC)C(=O)NCCCn1nc(C)cc1C (stereo unspecified) was read as KB-3-1 tox -4%, IL1B secr inh -2, HT1080-NT tox -1%, SW480 rerep -1%, DRD3 agonist 1, HT1080 IDH1KD tx -4%, MCF10A rerep 1%, HEK293 tox 17% and KB-V1 cytotox inconclusive.
`Cn1c(CC(=O)NNC(=O)c2ccccc2[N+](=O)[O-])nc2ccccc21` gave KB-3-1 tox -2%, IL1B secr inh 26, HT1080-NT tox 0%, SW480 rerep 11%, DRD3 agonist 0, HT1080 IDH1KD tx 12%, MCF10A rerep 4%, HEK293 tox 2% and KB-V1 cytotox 29%.

Grouped by structure: those above containing a furan ring, fused or not (2)
`Cc1cc2cc(C)c3nnc(SCC(=O)N4CCN(C(=O)c5ccco5)CC4)n3c2cc1C` gave KB-3-1 tox -4%, IL1B secr inh -74*, HT1080-NT tox -13%, SW480 rerep 1%, DRD3 agonist 9, HT1080 IDH1KD tx inconclusive, MCF10A rerep 2%, HEK293 tox -30% and KB-V1 cytotox 3%.
CC(OC(=O)c1cc2ccccc2o1)C(=O)Nc1ccc(N2CCOCC2)cc1 (stereo unspecified) was read as KB-3-1 tox 0%, IL1B secr inh 1, HT1080-NT tox -14%, SW480 rerep -7%, DRD3 agonist -3, HT1080 IDH1KD tx -1%, MCF10A rerep 17%, HEK293 tox 2% and KB-V1 cytotox -9%.

The main list resumes, starting two compounds before the break.
COc1ccccc1C(=O)NC(CCSC)C(=O)NCCCn1nc(C)cc1C (stereo unspecified) was read as KB-3-1 tox -4%, IL1B secr inh -2, HT1080-NT tox -1%, SW480 rerep -1%, DRD3 agonist 1, HT1080 IDH1KD tx -4%, MCF10A rerep 1%, HEK293 tox 17% and KB-V1 cytotox inconclusive.
`Cn1c(CC(=O)NNC(=O)c2ccccc2[N+](=O)[O-])nc2ccccc21` gave KB-3-1 tox -2%, IL1B secr inh 26, HT1080-NT tox 0%, SW480 rerep 11%, DRD3 agonist 0, HT1080 IDH1KD tx 12%, MCF10A rerep 4%, HEK293 tox 2% and KB-V1 cytotox 29%.
`COCCSc1nc2c(c(=O)[nH]c(=O)n2C)n1Cc1cccc(C)c1` gave KB-3-1 tox -11%, IL1B secr inh 0, HT1080-NT tox -1%, SW480 rerep 0%, DRD3 agonist -5, HT1080 IDH1KD tx -2%, MCF10A rerep 9%, HEK293 tox 5% and KB-V1 cytotox -30%.
Screening COc1ccc2nc(NC(=O)Nc3cccc4ccccc34)sc2c1 returned KB-3-1 tox -13%, IL1B secr inh 9, HT1080-NT tox inconclusive, SW480 rerep -19%, DRD3 agonist -7, HT1080 IDH1KD tx inconclusive, MCF10A rerep 9.2µM*, HEK293 tox 6% and KB-V1 cytotox -6%.
`CCOC(=O)C1CCCN(C(=O)CNC(=O)c2nn(-c3ccc(OC)c(Cl)c3)c(=O)c3ccccc23)C1` (stereo unspecified) gave KB-3-1 tox 3%, IL1B secr inh -4, HT1080-NT tox -24%, SW480 rerep -9%, DRD3 agonist 7, HT1080 IDH1KD tx -12%, MCF10A rerep 0%, HEK293 tox -19% and KB-V1 cytotox inconclusive.
For COCCCNC(=O)/C(C#N)=C/c1c(N2CCN(c3ccccc3)CC2)nc2ccccn2c1=O the results were KB-3-1 tox 4%, IL1B secr inh 0, HT1080-NT tox 5%, SW480 rerep 9.2µM*, DRD3 agonist -9, HT1080 IDH1KD tx 2%, MCF10A rerep 21µM*, HEK293 tox 107%[activator] and KB-V1 cytotox inconclusive.
For CSc1cccc(N2C(=O)C3CCCN3C2=S)c1 (stereo unspecified) the results were KB-3-1 tox inconclusive, IL1B secr inh 1, HT1080-NT tox 0%, SW480 rerep 1%, DRD3 agonist 2, HT1080 IDH1KD tx 5%, MCF10A rerep 0%, HEK293 tox 3% and KB-V1 cytotox -6%.
CCOc1ccc(NC(=O)CSc2nnc(-c3ccco3)n2C)cc1 was read as KB-3-1 tox 22%, IL1B secr inh -3, HT1080-NT tox 16%, SW480 rerep -6%, DRD3 agonist 5, HT1080 IDH1KD tx 7%, MCF10A rerep -4%, HEK293 tox -15% and KB-V1 cytotox -6%.
COc1ccc(Br)cc1CNC(=O)c1ccc2c(c1)nc1n2CCCCC1 was read as KB-3-1 tox 0%, DRD3 agonist -6, HEK293 tox -9% and KB-V1 cytotox 7%.
Screening O=C(Nc1ccnn1C1CCN(C(=O)Cc2cccc(Cl)c2)CC1)C1CC1 returned IL1B secr inh 4, HT1080-NT tox 5%, SW480 rerep 1%, DRD3 agonist -3, HT1080 IDH1KD tx 5%, MCF10A rerep 5% and HEK293 tox 9%.
`O=C(N/N=C/c1ccco1)c1cc(C2CC2)[nH]n1` gave KB-3-1 tox 0%, IL1B secr inh -7, HT1080-NT tox 4%, SW480 rerep -5%, DRD3 agonist 5, HT1080 IDH1KD tx 8%, MCF10A rerep 0%, HEK293 tox 9% and KB-V1 cytotox 16%.
`COc1ccc(S(=O)(=O)N2CCOCC2)cc1NC(=O)CC(C)c1ccccc1` (stereo unspecified) gave KB-3-1 tox -1%, IL1B secr inh -7, HT1080-NT tox -5%, SW480 rerep -9%, DRD3 agonist -4, HT1080 IDH1KD tx 4%, MCF10A rerep -2%, HEK293 tox 12% and KB-V1 cytotox 7%.
Screening COCCN(CCNC(=O)c1ccc(NC2=NC3CS(=O)(=O)CC3S2)cc1)Cc1ccco1 (stereo unspecified) returned KB-3-1 tox 0%, IL1B secr inh -21, HT1080-NT tox 6%, SW480 rerep -4%, DRD3 agonist 5, HT1080 IDH1KD tx 8%, MCF10A rerep 5%, HEK293 tox 3% and KB-V1 cytotox 25%.
O=C(Cc1cccs1)NC(Cc1c[nH]c2ccccc12)C(=O)O (stereo unspecified) was read as KB-3-1 tox 10%, IL1B secr inh -13, HT1080-NT tox 11%, SW480 rerep -16%, DRD3 agonist -9, HT1080 IDH1KD tx 14%, MCF10A rerep -1%, HEK293 tox 14% and KB-V1 cytotox 8%.
`COc1cccc(N2CCN(S(=O)(=O)c3ccc(-c4ccno4)cc3OC)CC2)c1` gave KB-3-1 tox -6%, DRD3 agonist 1, HEK293 tox 9% and KB-V1 cytotox -2%.
Screening CCOC(=O)c1c(C)oc2c1c(C=NCc1ccccn1)c(O)c1ccccc12 returned KB-3-1 tox inconclusive, IL1B secr inh -94*, HT1080-NT tox -5%, SW480 rerep inconclusive, DRD3 agonist 0, HT1080 IDH1KD tx -13%, MCF10A rerep 12µM*, HEK293 tox inconclusive and KB-V1 cytotox inconclusive.

No enrichment for hits. Share with any hit: about 11%.
